Screening data deposited in PubChem by Broad Institute.
ARNT-TACC3 inh – disruptors of human ARNT/TACC3 interaction; Q9Y6A5; inhibition, % at 9.99 µM; AID 623870; AlphaScreen His-ARNT PAS-B/GST-TACC3 binding, luminescence; TACC3 fragment carries E629A point mutation; 390,000 tested, 0.66% active;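 active = mean inhibition of replicates at least 50% and at least half of replicates each reaching 50%; inconclusive = half or more replicates reach 50% but mean below 50%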;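 note: 0% = complete ARNT plus TACC3 wells and 100% = ARNT alone without TACC3; many hits fall short of the cut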
LGR2 antag – blocks bursicon-induced cAMP signaling via Drosophila LGR2 | HEK293 LGR2, CRE-luciferase, bursicon-stimulated, 4 h | inhibition, % at 9.99 µM | 380,000 tested, 0.35% active;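 active = drop in luminescence signal, shown as inhibition above about 50% in the replicate tests, limit read from the data, passing the limit was not always enough; inconclusive = probably only some replicates passing the limit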;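 note: agonist challenge used bursicon conditioned medium at about half maximal strength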
DENV2 CPE rescue – inhibitors of DENV2 cytopathic effect. DENV2-infected cells, cytopathic effect rescue, plate reader. CPE inhibition, % at 9.99 µM. 350,000 tested, 1.7% active; in the data active = CPE inhibition above about 20%, passing the limit was not always enough; inconclusive = no clear call, values can overlap the other calls; tested in BHK-21 cells;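 note: 0% = median of neutral control wells and 100% = median of positive control wells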
SIRT5 inh – sirtuin-5 (human) deacylase inhibition; Purified SirT5, succinyl-peptide AMC, trypsin-coupled fluorescence; Q9NXA8; inhibition, % at 15 µM; AID 652115; 330,000 tested, 1.1% active; in the data active = inhibition above about 15%; inconclusive = no clear call, values can overlap the other calls
Target sequence (Q9NXA8 whole entry, looked up): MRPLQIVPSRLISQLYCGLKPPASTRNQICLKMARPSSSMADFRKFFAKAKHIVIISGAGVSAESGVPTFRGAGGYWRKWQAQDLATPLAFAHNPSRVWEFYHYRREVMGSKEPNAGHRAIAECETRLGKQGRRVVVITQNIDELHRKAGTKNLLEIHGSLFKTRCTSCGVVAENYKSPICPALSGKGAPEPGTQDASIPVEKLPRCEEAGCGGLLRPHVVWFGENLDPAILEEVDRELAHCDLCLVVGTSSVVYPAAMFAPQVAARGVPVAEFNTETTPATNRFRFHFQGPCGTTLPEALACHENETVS
Casp6 inh – inhibitors of human caspase-6; P55212; purified caspase-6, Z-VEID-R110 cleavage fluorescence; inhibition, % at 12.5 µM; 350,000 tested, 0.53% active;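 active = mean inhibition across replicates at least about 35%, with every replicate also reaching that limit, limit read from the data; inconclusive = only one of the two criteria met; inactive = neither criterion met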;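 note: 0% = median of neutral control wells and 100% = no fluorescence left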
Target sequence (P55212 24-179 limits assumed): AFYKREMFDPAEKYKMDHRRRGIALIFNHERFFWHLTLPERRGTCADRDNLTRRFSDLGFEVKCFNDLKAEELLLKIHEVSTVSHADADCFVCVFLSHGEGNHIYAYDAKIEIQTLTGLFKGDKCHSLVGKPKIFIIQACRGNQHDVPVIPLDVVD
Target sequence (P55212 194-293 limits assumed): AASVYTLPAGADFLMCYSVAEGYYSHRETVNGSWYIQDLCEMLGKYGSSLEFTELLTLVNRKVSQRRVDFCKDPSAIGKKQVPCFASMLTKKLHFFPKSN
PAX8 inh HTS – PAX8 transcriptional activity inhibition | AID 652154 | inhibition, % at 12.6 µM | 360,000 tested, 1.2% active | RMG-I TPO-luciferase reporter, SteadyGlo, 24 h;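 active = mean replicate inhibition at least 60% with every replicate also reaching 60%; inconclusive = only one of the two criteria is met; inactive = mean below 60% and not all replicates reaching 60%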;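 note: luciferase light reporting Pax8 driven TPO promoter activity; plate controls were median of neutral control wells for no effect and mitoxantrone controls for full effect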
EWS-Fli inh – inhibitors of EWS/Fli oncoprotein transcriptional activity; A673 NR0B1-luciferase reporter, viability-normalised; inhibition, % at 12.6 µM; 350,000 tested, 0.67% active; AID 651661;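 active = mean inhibition of at least 50% after viability correction, with every replicate also passing that limit; inconclusive = mean reaches 50% but only one of two replicates passes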;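 note: firefly luciferase signal divided by Alamar Blue viability fluorescence both relative to DMSO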
The depositor's hits bear a star; ? = inconclusive; . = no result given.

SMILES | ARNT-TACC3 inh | LGR2 antag | DENV2 CPE rescue | SIRT5 inh | Casp6 inh | PAX8 inh HTS | EWS-Fli inh
C[C@@H]1CN([C@@H](C)CO)C(=O)Cc2cc(NC(=O)Nc3cccc4ccccc34)ccc2O[C@@H]1CN(C)Cc1ccc(C(=O)Nc2ccccc2N)cc1 | . | 21 | -10 | 8 | 0 | 41 | -1
CN1c2ccccc2C(C)(C)C12C=Cc1cc(O)ccc1O2 (configuration not stated) | 7 | 18 | . | 1 | -2 | . | 7
CO[C@@H]1CN(C)C(=O)c2ccc(NC(=O)Nc3cccc(Cl)c3)cc2OC[C@@H](C)N(C(=O)Nc2c(C)noc2C)C[C@H]1C | -3 | -17 | -1 | 0 | 0 | 10 | -6
COc1cccc(/C=N/n2c(-c3cc(C)[nH]n3)n[nH]c2=S)c1OC | -2 | -7 | -4 | 1 | 0 | -4 | -11
COc1ccc(CCNC(=O)Cn2nnc(-c3ccccc3F)n2)cc1OC | 4 | -1 | -5 | 1 | -2 | . | 9
CCC[C@@H](O)c1cc2cc(OC)c(OC)cc2c(=O)o1 | -10 | -22 | ? | 5 | 2 | -12 | -4
CCOC(=O)C1=C(COC(=O)/C=C/c2ccc(C)o2)NC(=O)NC1C (configuration not stated) | 1 | -14 | 16 | 0 | 1 | -8 | -5
Cc1cccc(C)c1NC(=O)CNC(=O)c1ccc(NS(=O)(=O)c2ccc3[nH]c(=O)[nH]c3c2)cc1 | 0 | -10 | 4 | -4 | 1 | -6 | -4
Cc1cccc(-n2ccc(=O)c(C(=O)Nc3ccc(S(=O)(=O)N4CCOCC4)cc3)n2)c1 | 0 | -3 | 5 | -1 | 2 | -22 | .
Cc1ccc(OCC2Cn3c(nc4c3c(=O)[nH]c(=O)n4C)O2)cc1C (configuration not stated) | 0 | 3 | 4 | -4 | -2 | -3 | 19
CC(C)c1c(C(=O)N/N=C/C=C/c2ccccc2)nnn1-c1nonc1N | 14 | -11 | -7 | -2 | -4 | -4 | 3
Cc1ccc(N2CC(C(=O)OCc3nnc(-c4ccccc4)o3)CC2=O)cc1 (configuration not stated) | -3 | -7 | 9 | -1 | -1 | -24 | -18
CCOc1ccc(NC(=O)c2ccc(CSc3nnc(C)s3)cc2)cc1 | -12 | -25 | -2 | 0 | -3 | -42 | -69
O=[N+]([O-])C1C(c2ccccc2)=NOC1c1ccccc1O (configuration not stated) | -7 | -2 | -1 | 0 | 2 | -7 | -11
Cc1cccc(C)c1NC(=O)CN(C)C(=O)c1ccc2nc[nH]c2c1 | 1 | 6 | 9 | -4 | 16 | -3 | 0
O=C(C[C@H]1C[C@@H]2c3cc(NC(=O)C4CCC4)ccc3O[C@@H]2[C@@H](CO)O1)NC1CCCCC1 | -2 | -12 | 15 | 8 | -2 | -4 | 1
COC(=O)CSc1nnc(COc2ccc([N+](=O)[O-])cc2)n1C | 2 | 18 | -1 | 1 | -1 | 3 | 0
N#CCCn1nc(-c2ccc(Cl)cc2)cc1Nc1ccccc1NC(=O)C(F)(F)F | -26 | 11 | . | . | . | 24 | .
C[C@H]1CN([C@@H](C)CO)C(=O)c2cc(NC(=O)Nc3ccccc3)ccc2O[C@@H]1CN(C)Cc1ccc(Cl)c(Cl)c1 | 7 | -21 | 9 | -1 | 3 | -21 | 2
CC(=O)c1ccc(NC(=O)NNS(=O)(=O)c2ccc(F)cc2)cc1 | 19 | 3 | 3 | -1 | -2 | . | -4

Four of the entries above in order of their number in SIRT5 inh, descending:
mol | SIRT5 inh
O=C(C[C@H]1C[C@@H]2c3cc(NC(=O)C4CCC4)ccc3O[C@@H]2[C@@H](CO)O1)NC1CCCCC1 | 8
CCC[C@@H](O)c1cc2cc(OC)c(OC)cc2c(=O)o1 | 5
CCOC(=O)C1=C(COC(=O)/C=C/c2ccc(C)o2)NC(=O)NC1C (configuration not stated) | 0
Cc1ccc(N2CC(C(=O)OCc3nnc(-c4ccccc4)o3)CC2=O)cc1 (configuration not stated) | -1

The list goes on.
SMILES | ARNT-TACC3 inh | LGR2 antag | DENV2 CPE rescue | SIRT5 inh | Casp6 inh | PAX8 inh HTS | EWS-Fli inh
CN(C[C@@H]1[C@@H](c2ccccc2)[C@H](CO)N1CC1CC1)C(=O)c1cccc(F)c1 | -11 | -11 | . | . | . | -11 | 16
COCC#Cc1cnc2c(c1)C(=O)N([C@H](C)CO)C[C@H](C)[C@H](CN(C)C(C)=O)O2 | 31 | 22 | 6 | 12 | 0 | . | -10
O=C(CSc1n[nH]c(-c2ccncc2)n1)Nc1ccc(Cl)cc1 | 11 | -9 | 2 | 1 | 3 | 0 | 6
Cc1cccc(Nc2nc(N)nc(N)c2N=O)c1 | 10 | 17 | 0 | -1 | 0 | -6 | -5
CCS(=O)(=O)N1CC2(C1)[C@H](c1ccccc1)[C@H](CO)N2Cc1ccc(F)cc1 | . | -26 | -15 | -4 | 0 | 6 | 6
Cn1cnnc1SCC(=O)NNC(=O)c1ccc(Cl)cc1 | 0 | -18 | -2 | -3 | 1 | -11 | 2
Cc1cccc(-n2c(SCN3C(=O)c4ccccc4C3=O)nc3ccccc3c2=O)c1 | . | -5 | 0 | -7 | 1 | -10 | 9
CC(C)(C)c1ccc(C(CC(=O)O)NC(=O)Cc2ccccc2)cc1 (configuration not stated) | -13 | 8 | -2 | -4 | -2 | -7 | 6
CC1CCN(C(=O)c2ccc(Br)c(S(=O)(=O)N3CCOCC3)c2)CC1 | -9 | 8 | -8 | -5 | 1 | 11 | 25
O=C(COC(=O)C(Cc1ccccc1)NC(=O)c1cccs1)NCc1ccccc1 (configuration not stated) | -13 | 18 | 2 | 1 | -1 | -1 | 1
Cc1cc(C)n(CC(O)COc2ccc(Cl)cc2Cl)n1 (configuration not stated) | -2 | 1 | -4 | -1 | 7 | -106 | -33
COCCN(C(=O)Cn1c(C(F)(F)F)nc2ccccc21)c1c(N)n(Cc2ccccc2)c(=O)[nH]c1=O | -1 | 13 | -2 | 4 | 2 | -2 | 4
CCN(CC)S(=O)(=O)c1ccc(OC)c(NS(=O)(=O)c2cccc(C(=O)O)c2)c1 | -4 | 26 | -2 | 0 | 5 | 8 | 1
Cn1cccc1C(=O)N1CCc2ccccc2C1 | 1 | -3 | -4 | -2 | -61 | -13 | -19
CNC[C@@H]1Oc2ccc(NC(=O)C3CCCCC3)cc2C(=O)N([C@@H](C)CO)C[C@H]1C | -5 | 1 | -4 | 4 | . | -16 | 11
O=C(Nc1ccc(Nc2ccncc2)cc1)c1ccc(Nc2ccnc3ccc([N+](=O)[O-])cc23)cc1[N+](=O)[O-] | -16 | -2 | 2 | -3 | 3 | 13 | -7
O=C(C[C@@H]1CC[C@H]2[C@@H](COC[C@H](O)CN2Cc2cccc(Cl)c2)O1)NCc1cccc(F)c1 | 2 | 1 | 9 | 1 | 1 | 1 | 0
Cc1cc(C)n2cc(COc3ccc4ccccc4c3)nc2n1 | -3 | -2 | 7 | -1 | -1 | -122 | -86
O=C1Nc2ccccc2C1=Nc1cccc([N+](=O)[O-])c1 | -6 | -10 | 3 | -3 | 10 | 10 | 29
COc1ccc(Nc2nnc(SCC(=O)NC(=O)Nc3ccc4c(c3)OCCO4)s2)cc1 | -2 | -16 | 8 | 1 | -2 | -16 | 0

As a working copy, 3 of the compounds above:
SMILES | ARNT-TACC3 inh | LGR2 antag | DENV2 CPE rescue | SIRT5 inh | Casp6 inh | PAX8 inh HTS | EWS-Fli inh
CNC[C@@H]1Oc2ccc(NC(=O)C3CCCCC3)cc2C(=O)N([C@@H](C)CO)C[C@H]1C | -5 | 1 | -4 | 4 | . | -16 | 11
O=C(Nc1ccc(Nc2ccncc2)cc1)c1ccc(Nc2ccnc3ccc([N+](=O)[O-])cc23)cc1[N+](=O)[O-] | -16 | -2 | 2 | -3 | 3 | 13 | -7
O=C(C[C@@H]1CC[C@H]2[C@@H](COC[C@H](O)CN2Cc2cccc(Cl)c2)O1)NCc1cccc(F)c1 | 2 | 1 | 9 | 1 | 1 | 1 | 0

Further compounds.
SMILES | ARNT-TACC3 inh | LGR2 antag | DENV2 CPE rescue | SIRT5 inh | Casp6 inh | PAX8 inh HTS | EWS-Fli inh
COCC1CCN(Cc2cn[nH]c2-c2cc3ccccc3o2)C1 (configuration not stated) | -4 | 3 | 3 | -2 | -13 | 22 | 4
Cc1cc(C)n(-c2nc3ccccc3nc2N2CCN(S(=O)(=O)c3cccc(C#N)c3)CC2)n1 | 0 | -10 | 2 | . | 3 | 21 | 7
COc1ccc(NC(=O)Nc2ccc3c(c2)C(=O)N([C@@H](C)CO)C[C@@H](C)[C@H](CN(C)C(=O)NC(C)C)O3)cc1 | -8 | 2 | -1 | 13 | 1 | -10 | -19
Cc1ccc(S(=O)(=O)N(CC(=O)N2CCOCC2)c2ccc(C(C)C)cc2)cc1 | -8 | -1 | -6 | 0 | 1 | -4 | 1
COc1ccc(-n2c(C)nn(CC3CC3)c2=O)cc1 | 4 | 8 | . | -1 | 0 | -18 | 4
Cc1cc(NC(=O)CN2C(=O)NC(CC(C)C)C2=O)ccc1Br (configuration not stated) | -1 | -3 | 5 | 2 | 0 | -3 | -5
O=C(NCCCn1ccnc1)C1CCCN(S(=O)(=O)c2ccc(F)cc2)C1 (configuration not stated) | 0 | 6 | 4 | -1 | -3 | -6 | 1
CCN(CC)C(=S)NC(=O)c1cccnc1 | -6 | -16 | -1 | 2 | 3 | -10 | 6
CC(=O)N1CCOCCOCCN(C(C)=O)CCOCCOCC1 | 20 | 25 | -1 | 1 | -1 | -2 | 0
CCOc1ccc(N2C(=O)C3C(c4ccc(OC)cc4OC)NC(CCSC)(C(=O)OC)C3C2=O)cc1 (configuration not stated) | -8 | -1 | -2 | -8 | -1 | 11 | 4
CCCNC(=O)N1[C@H](CO)[C@H](c2ccccc2)[C@H]1CNC(=O)c1ccc(F)cc1 | -5 | -16 | 10 | . | . | 18 | 16
CCSc1ccc(C(=O)NCC(=O)O)cc1 | -4 | . | 0 | -2 | 1 | 18 | 12
Cc1ccc(NS(=O)(=O)c2ccc(CCC(=O)NCc3cccnc3)cc2)cc1 | 7 | 1 | -2 | -2 | -1 | 12 | 0
O=C(O)c1cc2c(cc1NC(=O)c1ccccc1C(F)(F)F)OCCCO2 | 8 | 6 | 0 | -2 | -1 | 6 | 7
CC1CN(CC(O)COC(c2ccc(Cl)cc2)c2ccc(Cl)cc2)CC(C)O1 (configuration not stated) | -4 | -12 | . | . | . | 4 | .
CC(C)NC(=O)N(C)C[C@@H]1Oc2cc(C#CC(C)(C)O)ccc2S(=O)(=O)N([C@H](C)CO)C[C@@H]1C | -9 | -24 | 1 | -4 | 1 | . | -3
COc1cccc(N2C(=O)C3ON(c4ccccc4)C(c4cccs4)C3C2=O)c1 (configuration not stated) | -3 | 17 | 5 | 4 | 0 | -1 | -1
CCOc1ccc(NC(=O)COn2nnc3ccc(S(=O)(=O)N4CCOCC4)cc32)cc1 | -2 | . | -3 | 4 | 1 | 28 | 16
O=C(C[C@H]1CC[C@H](NC(=O)C2CC2)[C@@H](CO)O1)NCCCN1CCOCC1 | 9 | 0 | -6 | 1 | -3 | -12 | -1
CCOC(=O)C1(Cc2cccc(F)c2)CCN(Cc2ccon2)CC1 | 4 | 28 | 1 | -4 | 2 | 8 | 6

4 entries picked at random from the list so far:
SMILES | ARNT-TACC3 inh | LGR2 antag | DENV2 CPE rescue | SIRT5 inh | Casp6 inh | PAX8 inh HTS | EWS-Fli inh
CCCNC(=O)N1[C@H](CO)[C@H](c2ccccc2)[C@H]1CNC(=O)c1ccc(F)cc1 | -5 | -16 | 10 | . | . | 18 | 16
O=C(O)c1cc2c(cc1NC(=O)c1ccccc1C(F)(F)F)OCCCO2 | 8 | 6 | 0 | -2 | -1 | 6 | 7
Cc1ccc(NS(=O)(=O)c2ccc(CCC(=O)NCc3cccnc3)cc2)cc1 | 7 | 1 | -2 | -2 | -1 | 12 | 0
CCOC(=O)C1(Cc2cccc(F)c2)CCN(Cc2ccon2)CC1 | 4 | 28 | 1 | -4 | 2 | 8 | 6
